# High-throughput results: PubChem BioAssay, The Scripps Research Institute Molecular Screening Center
# TLR4-MyD88 inh: blocks binding of human TLR4 to MyD88; 16,000 compounds, 0.06% hits; Cell-based TLR4-MyD88 binding inhibition assay; inhibition, % at 10 µM; AID 811; O00206; in the data active means inhibition above about 45%
# OPRK1 antag MB: blocks the human kappa opioid receptor, Maybridge compounds; 16,000 compounds, 0.4% hits; P41145; AID 652031; OPRK1 cells, antagonist mode, fluorescence readout; inhibition, % at 9 µM; in the data active means inhibition above about 50%
# Target sequence (P41145 whole entry, looked up): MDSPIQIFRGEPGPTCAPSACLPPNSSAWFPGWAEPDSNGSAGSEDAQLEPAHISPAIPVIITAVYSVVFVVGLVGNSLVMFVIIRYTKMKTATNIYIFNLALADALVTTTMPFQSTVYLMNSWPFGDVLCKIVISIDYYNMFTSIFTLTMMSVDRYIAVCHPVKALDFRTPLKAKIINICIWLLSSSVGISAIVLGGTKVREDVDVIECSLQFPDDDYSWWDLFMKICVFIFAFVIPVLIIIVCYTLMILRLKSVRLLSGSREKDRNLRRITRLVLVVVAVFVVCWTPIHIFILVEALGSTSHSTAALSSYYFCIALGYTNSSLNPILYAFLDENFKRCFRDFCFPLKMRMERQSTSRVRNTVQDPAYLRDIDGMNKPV
# NOTCH ag: agonists of NOTCH signaling; NOTCH signaling luciferase reporter cells, luminescence; activation, % at 2.5 µM; 15,000 compounds, 0.4% hits; AID 434982; in the data active means activation above about 2.2%
# PME-1 Maybridge: inhibitors of human PME-1 in Maybridge library; Q9Y570; 16,000 compounds, 0.5% hits; recombinant PME-1, FP-Rh probe fluorescence polarization; inhibition, % at 9 µM; in the data active means inhibition above about 30%
# Target sequence (Q9Y570 whole entry, looked up): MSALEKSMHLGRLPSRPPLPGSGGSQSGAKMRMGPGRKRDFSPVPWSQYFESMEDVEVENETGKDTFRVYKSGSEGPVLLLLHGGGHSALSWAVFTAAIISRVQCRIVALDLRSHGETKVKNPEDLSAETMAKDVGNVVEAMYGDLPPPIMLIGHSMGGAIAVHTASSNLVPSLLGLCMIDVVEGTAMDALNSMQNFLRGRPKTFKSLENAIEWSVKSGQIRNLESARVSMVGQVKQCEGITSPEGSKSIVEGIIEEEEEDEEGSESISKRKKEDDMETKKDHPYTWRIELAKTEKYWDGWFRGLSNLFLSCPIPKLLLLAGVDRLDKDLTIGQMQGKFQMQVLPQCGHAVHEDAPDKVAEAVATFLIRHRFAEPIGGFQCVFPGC
# rat GALR2 agon: agonists of rat galanin receptor 2 (GALR2); activation, % at 10 µM; O08726; 16,000 compounds, 0.5% hits; cell-based GALR2 agonist screen; AID 833; in the data active means activation above about 15%
# luminol inh ctr: quenches luminol chemiluminescence in Nox1 counter-screen | 16,000 compounds, 0.4% hits | HRP/luminol/H2O2 chemiluminescence counterscreen | inhibition, % at 6.7 µM; further: reference of the scale not given here
# S1P1 agonist: S1P1 (human) receptor agonism | activation, % at 4.5 µM | S1P1 agonist cell-based reporter assay | 16,000 compounds, 1.5% hits | P21453; in the data active means activation above about 80%
# Nox1 inhibitor: blocks human NADPH oxidase 1 activity; Q9Y5S8; inhibition, % at 6.7 µM; HT29 cells, luminol chemiluminescence ROS; 16,000 compounds, 0.81% hits
# Active calls of the source: *; · = no result given. Unless noted, no stated cut-off is given here; in the data, active means inhibition above about 75%; inactive means the rest.
SMILES,TLR4-MyD88 inh,OPRK1 antag MB,NOTCH ag,PME-1 Maybridge,rat GALR2 agon,luminol inh ctr,S1P1 agonist,Nox1 inhibitor
N#Cc1c(Cl)cccc1Oc1ccc(S(=O)(=O)Oc2c(Cl)cccc2Cl)cc1,-3,-10,-0.3,-10,-7,2,49,-24
FC(F)(F)c1ccc(N2CCN(c3ccc(NC(=S)NCC4CCCO4)cn3)CC2)nc1 (stereo unspecified),-1,7,0.8,-1,-4,7,60,-8
CCOC(=O)c1cc(/C(N)=N/O)c(C)nc1C(F)(F)F,4,-2,-0.1,0,-7,2,0,-47
CCOC(=O)c1cnc(COc2ccc(C(C)(C)C)cc2)[nH]c1=O,-2,1,-0.2,-2,-3,2,16,-72
CSC(=CC(=O)c1sc2scc(C)c2c1C)SC,-13,-10,-0.3,15,-2,0,-1,-39
COc1cc(NC(C)=O)ccc1/C=N/NC(N)=S,-8,12,-0.8,5,-5,14,-4,2
O=C(NCC(O)COCc1ccccc1)c1ccccc1 (stereo unspecified),-7,-14,·,4,29*,-6,4,-1
O=[N+]([O-])c1cc(Cl)c(-n2cccc2)c(Cl)c1,-1,0,·,1,-9,1,-24,-32
O=C1C=CC(=O)N1c1ccccc1N1C(=O)c2ccccc2C1=O,-9,10,-0.5,-4,-2,-1,46,13
Clc1ccc(-c2cc3ccccc3[nH]2)cc1,-7,-2,-0.1,-3,-8,3,-9,-9

# Compound profiles, as listed above.
# COc1cc(NC(C)=O)ccc1/C=N/NC(N)=S reads TLR4-MyD88 inh = -8; OPRK1 antag MB = 12; NOTCH ag = -0.8; PME-1 Maybridge = 5; rat GALR2 agon = -5; luminol inh ctr = 14; S1P1 agonist = -4; Nox1 inhibitor = 2
# CSC(=CC(=O)c1sc2scc(C)c2c1C)SC reads TLR4-MyD88 inh = -13; OPRK1 antag MB = -10; NOTCH ag = -0.3; PME-1 Maybridge = 15; rat GALR2 agon = -2; luminol inh ctr = 0; S1P1 agonist = -1; Nox1 inhibitor = -39

# New compounds follow
SMILES,TLR4-MyD88 inh,OPRK1 antag MB,NOTCH ag,PME-1 Maybridge,rat GALR2 agon,luminol inh ctr,S1P1 agonist,Nox1 inhibitor
Cn1/c(=N\N=C2CCCCC2)sc2ccccc21,-5,10,0.0,24,-6,-17,3,-47
CC(=O)N1CCC(NC(=O)Oc2ccc(Cl)cc2)CC1,3,4,0.0,1,-7,-2,0,-19
O=C(Nc1cccc(NC(=O)c2c(F)cccc2F)n1)c1c(F)cccc1F,2,4,0.8,2,-5,2,-6,-30
O=C(OCCOc1ccc([N+](=O)[O-])cc1)c1ccc(Br)o1,1,-9,0.1,3,-9,3,-5,-59
CC(C)[C@@H](NC(=O)OCc1ccccc1)C(=O)O,0,3,0.3,-6,-5,2,-23,-10
O=S(=O)(NCc1nc(-c2ccc(C(F)(F)F)cc2)no1)c1cccc(C(F)(F)F)c1,-1,11,-0.4,0,-7,6,-12,63
Cc1ccc(S(C)(=O)=NC(=O)c2cncc(C#Cc3ccccc3)c2)cc1 (stereo unspecified),-3,22,0.0,0,-6,0,-10,-32
O=C(N/N=C/c1ccc(O)c(Cl)c1)c1sc2ccccc2c1Cl,6,18,·,2,-3,-82,2,-25
CCOCCOC(NC(=O)OCC)(C(F)(F)F)C(F)(F)F,11,7,-1.3,-1,-3,2,-2,-60
O=[N+]([O-])c1ccc(Oc2cc(S(=O)(=O)c3ccccc3)ccc2[N+](=O)[O-])nc1,-51,16,-0.2,7,0,-1,2,1
CC1CC(=O)Nc2ccccc2N1S(=O)(=O)c1ccc(F)cc1F (stereo unspecified),2,1,0.0,1,-4,-2,-1,25
CCCc1nn(C)cc1C(=O)NCC(=O)OCC,6,0,-0.1,2,1,-3,-17,-28
Nc1ccc([N+](=O)[O-])cc1C(=O)Nc1ccccn1,-5,5,-0.6,-5,-9,6,-14,-14
S=C1SCN(Cc2cccnc2)CN1Cc1cccnc1,-9,-7,-0.3,-28,-5,0,7,14
c1ccc(-c2cc(-c3csc(-c4ccc5c(c4)OCCO5)n3)on2)cc1,-2,13,-0.1,-19,-6,0,19,6
NC(=S)N/N=C/c1ccc2c(c1)OCO2,-1,25,0.2,0,-8,10,-4,-2
O=C(O)COCC(=O)Nc1cccnc1,-10,5,·,7,-6,-7,-17,-25
N#Cc1ccc(NS(=O)(=O)c2cc(Cl)sc2Cl)cc1,7,6,-0.3,12,-2,-6,53,43
Cc1nc(C)c(-c2cnc(NS(=O)(=O)c3cc(C(F)(F)F)cc(C(F)(F)F)c3)nc2)s1,4,4,-0.4,3,-6,0,6,-66
CCN(/C=C/c1nnnn1-c1ccc(Br)cc1)CC,2,2,-0.3,12,-6,10,6,6
Cc1cc(C(=O)O/N=C(\N)c2cc(C)on2)no1,-2,2,0.4,1,-8,-2,-14,8
O=C(c1ccc(Cl)cc1)c1cccs1,16,2,-0.5,7,-6,-2,4,-63
Cc1nnsc1C(=O)NNS(C)(=O)=O,-12,-13,0.5,1,-9,20,-11,53
CCCSc1ccc([N+](=O)[O-])c(N=C(NC(=O)OC)SC)c1,6,-4,-0.6,0,-6,-2,1,-44
CC1(NO)CCCC/C1=N/O (stereo unspecified),-8,12,0.2,2,-7,-1,-14,-12
C=CC(=O)n1nccc1-c1sc(COc2cccc(Cl)c2)nc1C,4,-5,-0.4,-4,-7,3,17,-62
CN(C)c1cc(-c2cc(OCC(F)(F)F)ccc2OCC(F)(F)F)oc(=O)c1Cl,-1,-10,-0.5,11,-8,1,4,-27
FC(F)(F)c1ccc(OCc2ccccc2)cc1,5,6,0.3,-4,-3,3,-5,-63
Cc1noc(C)c1C(=O)O/N=C(/Cc1ccccc1)C(F)(F)F,4,10,-5.4,3,-2,-3,-5,-4
Cc1ncc(CSc2nc(C(C)(C)C)cs2)c(CO)c1O,6,6,0.3,-1,-6,-5,11,19
COC(=O)Nc1ccc(S(=O)(=O)C(F)(F)F)cc1,4,3,-1.0,4,-6,-8,-6,-14
O=C(Nc1ccccc1)Nc1nc(=S)ss1,-3,8,-0.3,1,-3,1,5,-23
CCCc1c(C(=O)Nc2ccc(F)cc2)cnn1-c1ccccc1,-10,2,-2.8,4,-10,-4,46,17
O=c1cc(O)nc(-c2ccccc2)[nH]1,-2,8,-0.4,0,-5,2,-2,-37
CCOC(=O)N1CCN(S(=O)(=O)c2coc(C)c2C(=O)OC)CC1,10,0,-0.4,-2,-11,1,37,-50
CS(=O)(=O)N(Cc1ccccc1)Cc1ccccc1N1CCC(C(=O)O)CC1,1,-2,0.0,10,-5,-7,-2,10
O=C(Sc1ccc(Cl)cc1)c1csc(-c2cccnc2)n1,3,1,-0.9,-1,-5,1,0,-58
CCOC(=O)COc1cccc(C(C)=O)c1,-12,22,0.0,7,-6,-8,-8,22
CCN1C(=O)C(=Cc2c(O)n(CC)c(=O)n(CC)c2=O)C(=O)N(CC)C1=O,6,12,-0.9,9,-6,34,17,1
NC(=O)c1ccc(-c2ncc3c(n2)-c2cc(F)ccc2OC3)cc1,4,0,0.1,5,-5,-5,3,0
O=C(/C=C(\O)c1ccccc1)C(=O)Nc1ccccn1,5,0,-0.3,1,-6,4,1,-63
NNC(=O)Cc1cc(Br)sc1Br,3,-10,-0.6,-1,-3,4,-20,-53
Cc1ccc(S(=O)(=O)NNC(=O)c2cc(C)cs2)cc1,-1,-4,0.1,4,-6,48,-11,15
O=C(Oc1cccc(F)c1F)c1ccc2nonc2c1,-11,2,-0.2,-1,-2,4,-13,-21
O=S(=O)(Nc1ccccc1N1CCCCC1)c1cccs1,-3,-3,-1.1,5,-5,63,0,27
CCOC(=O)c1cc(CC)sc1NC(=O)c1cccc(C(F)(F)F)c1,2,-9,-0.5,2,-10,-4,10,3
O=Nc1c(-c2cccs2)[nH]oc1=O,-8,12,-0.3,-2,-6,-4,-3,-5
Clc1ccc(-c2noc(C3CCc4ccccc4O3)n2)cc1 (stereo unspecified),5,-18,0.6,0,-8,2,23,-32
COc1ccc(OCC(O)CNC(=O)C2CCC2)cc1 (stereo unspecified),6,10,-0.3,6,-3,-3,6,25
CN(C)c1ccc(C=C2C(=O)N(c3ccccc3)C(=O)N(c3ccccc3)C2=O)cc1,-2,31,0.2,-1,-5,-7,37,5

# Some of the entries so far, with values under each structure:
# Below each SMILES – TLR4-MyD88 inh, OPRK1 antag MB, NOTCH ag, PME-1 Maybridge, rat GALR2 agon, luminol inh ctr, S1P1 agonist, Nox1 inhibitor
O=C(Oc1cccc(F)c1F)c1ccc2nonc2c1
  -11, 2, -0.2, -1, -2, 4, -13, -21
O=S(=O)(Nc1ccccc1N1CCCCC1)c1cccs1
  -3, -3, -1.1, 5, -5, 63, 0, 27
CCOC(=O)c1cc(CC)sc1NC(=O)c1cccc(C(F)(F)F)c1
  2, -9, -0.5, 2, -10, -4, 10, 3
O=Nc1c(-c2cccs2)[nH]oc1=O
  -8, 12, -0.3, -2, -6, -4, -3, -5
Clc1ccc(-c2noc(C3CCc4ccccc4O3)n2)cc1 (stereo unspecified)
  5, -18, 0.6, 0, -8, 2, 23, -32

# The listing continues.
SMILES,TLR4-MyD88 inh,OPRK1 antag MB,NOTCH ag,PME-1 Maybridge,rat GALR2 agon,luminol inh ctr,S1P1 agonist,Nox1 inhibitor
Cn1c(=O)c(/C(N)=N/OC(=O)c2ccccc2Cl)cn(-c2ccccc2)c1=O,-5,-5,-0.6,-1,-6,-2,-15,-28
COCCCn1c(SCC(=O)Nc2ccc(C(C)C)cc2)nnc1-c1csc(C)n1,10,9,-0.6,1,-4,-2,-14,5
CC(c1ccco1)N(C(=O)c1sc2ccccc2c1Cl)c1ccccn1 (stereo unspecified),-27,-19,-0.8,10,-8,-5,9,14
CN(C)c1ccc(C(=O)NNS(=O)(=O)c2cccc(C(F)(F)F)c2)cc1,1,8,0.1,0,-3,9,-11,-11
O=C(Cn1c(=O)oc2cccnc21)Nc1ccccc1Oc1ccc(Cl)cc1Cl,-1,7,-0.7,1,-6,-1,-15,-6
OCCN(CCO)c1cccc(Cl)c1,1,4,-0.6,-2,-6,4,-13,-44
COCc1cc(=O)n2[nH]c(Nc3cc(Cl)ccc3C)nc2n1,8,-15,-0.1,1,-4,1,-11,-19
c1cncc(-c2n[nH]c(-c3ccncc3)n2)c1,1,5,-0.5,-6,-4,3,2,-76
O=C(Nc1cccc(Cl)c1)OC1CCCCc2cccnc21 (stereo unspecified),1,-10,-1.0,-3,-7,3,62,-44
COC(=O)c1scc2c(Sc3nccn3C)cc(C(F)(F)F)nc12,6,-11,-0.9,1,-5,4,10,-30
O=[N+]([O-])c1cc(C(F)(F)F)ccc1OCCO,0,7,·,-3,-6,-4,8,3
C#CC(/C=C/C)OC(=O)c1ccccc1C(=O)O (stereo unspecified),-7,32,-0.7,-1,-7,-3,-2,-9
CSCC[C@H](NC(C)=O)C(=O)O,1,-4,-0.5,0,-9,3,14,-19
NC(=S)N/N=C/c1ccc(-c2ccc(C(F)(F)F)cc2[N+](=O)[O-])o1,10,13,-0.3,20,-5,-4,-4,46
N/C(=N\S(=O)(=O)c1cc(Cl)c(Oc2ccc([N+](=O)[O-])cc2)c(Cl)c1)c1ccccn1,-7,-13,-5.3,3,-7,2,62,12
CC(=O)NC1=CC(=O)CC(C)(C)C1,13,-3,-0.5,2,-7,2,-8,-53
CC(=O)c1ccc(Br)s1,-2,9,-0.2,3,-2,-3,-14,-20
CC1(C)CCC(C)(C)NC(SCC(=O)c2ccc(Cl)cc2)=N1,-3,24,-0.4,-1,-4,4,-18,9
OC(COC1=NCNc2cc(Cl)ccc21)c1ccc2c(c1)OCCO2 (stereo unspecified),0,-38,-0.3,1,-2,5,10,-17
CNC(=S)NNC(=O)c1ccco1,0,5,-0.3,1,-7,-3,-2,9
O=C1C=C(c2ccccc2)OC(c2ccc([N+](=O)[O-])cc2)O1 (stereo unspecified),2,6,0.2,8,-6,-2,-7,10
Cn1c(SCC(=O)c2cccc([N+](=O)[O-])c2)nnc1-c1ccco1,7,-11,0.6,3,-4,43,0,-30
O=c1[nH]oc2cc(Cl)ccc12,-9,10,-0.4,4,-2,-4,1,17
COC(=O)/C(C#N)=C\c1cc([N+](=O)[O-])ccc1N1CCCC1,-14,4,0.2,5,-9,4,9,24
S=c1nn[nH]n1C1CCCCC1,-4,1,-0.6,-3,-6,42,2,6
CCCOc1ccccc1NC(=O)/C=C/C(N)=O,8,-3,-0.3,-2,-7,2,19,-43
Cc1cc(NC(=O)/C(=C/c2cccs2)c2ccsc2)no1,1,28,0.3,-4,-7,3,48,-25
Cc1nnnn1-c1ccc(Cl)cc1,1,-20,-0.7,0,-6,0,-5,-37
CC(C)n1c(SCC(=O)c2cccc([N+](=O)[O-])c2)nc2cc(C(F)(F)F)ccc21,-6,-2,1.4,6,-10,2,2,5
